# inhibitors of VEEV: inhibitors of VEEV TC-83 cytopathic effect, confirmation, Vero cells (AID 588727) | Vero cells, VEEV TC-83 cytopathic effect inhibition; higher % means a stronger effect | inhibition, % at 20 µM; hits with a dose series show IC50 in µM | 350,000 tested, 0.13% active; in the data active = a potency from the dose series; inconclusive = inhibition mostly from about 14% at the one dose, without a potency; inactive = the rest, 99 in 100 with inhibition below about 12%; also: strong numbers were not always called active
# Salmonella PhoP GFP: PhoP regulon inhibitors, Salmonella typhi PhoP promoter GFP reporter, confirmatory (AID 1850); Salmonella Typhi PhoP-promoter GFP reporter, fluorescence, 4 h; higher % means a stronger effect; inhibition, % at 50 µM; hits with a dose series show IC50 in µM; 310,000 tested, 0.33% active; in the data active = a potency from the dose series; inconclusive = inhibition mostly from about 25% at the one dose, without a potency; inactive = the rest, 99 in 100 with inhibition below about 19%;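 also: 0% = induced wells with vehicle and 100% = uninduced wells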
# M. tuberculosis: growth inhibition of non-replicating M. tuberculosis (AID 488890). Mycobacterium tuberculosis non-replicating, growth inhibition; higher % means a stronger effect. one-dose inhibition, % at 25 µM; IC50 in µM for titrated hits. 320,000 tested, 0.39% active; in the data active = a potency from the dose series; inconclusive = inhibition mostly from about 82% at the one dose, without a potency; inactive = the rest, 99 in 100 with inhibition below about 76%;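 also: plate controls were DMSO cells for no effect and high antibiotic wells for full effect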
# H1N1 NS1A inhibition: H1N1 influenza NS1A inhibitors, functional cell based assay (AID 504329); NS1A functional cell-based assay, percent inhibition; higher % means a stronger effect; inhibition, % at 12.5 µM; hits with a dose series show IC50 in µM; 340,000 tested, 0.3% active; in the data active = a potency from the dose series; inconclusive = inhibition above about 27% without an active follow-up result; also: strong numbers were not always called active
# H37Rv inhibition: M. tuberculosis growth inhibition, HTS (AID 449762). inhibition, % at 25 µM, or IC50 in µM where a hit was titrated. 330,000 tested, 0.59% active. M. tuberculosis H37Rv growth inhibition, 7H9 media; higher % means a stronger effect; in the data active = a potency from the dose series; inconclusive = inhibition above about 70% without an active follow-up result;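 also: bacterial growth assessed after seven days of incubation; strong numbers were not always called active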
# inhibitors of VEEV 10K pilot screen: further read-out of inhibitors of VEEV, marked with its call; inhibition, %; measured here: 10K pilot screen inhibition
# The depositor's hits bear a star; i = inactive; ? = inconclusive; / = not tested or not shown.
SMILES,inhibitors of VEEV,Salmonella PhoP GFP,M. tuberculosis,H1N1 NS1A inhibition,H37Rv inhibition,others
O=C(O)c1c(F)c(F)cc2ccccc12,0.1%,-8%,4%,22%,-6%,
Cc1cccc(Nc2nnc(SCC(=O)Nc3ncc(C(F)(F)F)cc3Cl)s2)c1C,5.0%,-10%,?,1%,41%,
N#CCC(=O)Nc1ccc(C(=O)OCC(=O)NC(=O)NCc2ccco2)cc1,1.9%,/,-9%,0%,2%,
COC(=O)C1=C(C)N(CCCC(=O)O)C(=O)NC1c1cccc(OC)c1 (configuration not stated),i,-2%,0%,-2%,5%,
COc1ccc(C(=O)OCC(=O)c2cc(C)n(CC3CCCO3)c2C)cc1[N+](=O)[O-] (configuration not stated),1.1%,/,29%,-1%,2%,
COc1ccc(Cl)cc1N(CC(=O)NC1CC2CCC1C2)S(=O)(=O)c1ccccc1 (configuration not stated),7.0%,-10%,22%,9%,-6%,
Cc1ccc(S(=O)(=O)Nc2c(C)ccc3nsnc23)cc1,i,-17%,14%,3%,6%,
O=C(NC1CCCC1)C(c1ccncc1)N(Cc1ccccc1)C(=O)Cc1cccs1 (configuration not stated),i,-8%,17%,5%,-8%,
Cc1ccc(S(=O)(=O)NCC(=O)OCc2csc(-c3ccccc3)n2)cc1,0.8%,-6%,?,-6%,3%,
Cc1cc2c(cc1S(=O)(=O)Nc1cccc(C)c1C)n(C)c(=O)c(=O)n2C,i,12%,-2%,2%,5%,
CC(C)C(NC(=O)c1ccc(Br)cc1)C(=O)NC1=NCCS1 (configuration not stated),2.3%,0%,36%,-2%,6%,
CC1CCN(c2nc3c(c(=O)[nH]c(=O)n3C)n2Cc2ccccc2Cl)CC1,6.3%,/,/,-1%,0%,
CCOC(=O)c1cnc2oc3ccccc3n2c1=O,0.7%,-2%,-11%,-8%,7%,
CN1CCN(NC(=O)/C=C/c2cccc([N+](=O)[O-])c2)CC1,0.4%,9%,-7%,0%,-9%,
CCOc1cc(N2CCOCC2)c(OCC)cc1NC(=O)CN1CCN(Cc2ccc3c(c2)OCO3)CC1,1.4%,-5%,9%,-3%,7%,
Clc1ccc(Nc2nc(NCCN3CCOCC3)nc(N3CCOCC3)n2)cc1,5.9%,5%,13%,6%,14%,
CCCCn1c(=O)[nH]c(=O)c2c1nc(-c1ccc(CC)c([N+](=O)[O-])c1)n2C,/,2%,1%,/,9%,
Cc1c(Cl)cnc(NC(=O)COC(=O)[C@@H](NC(=O)c2ccco2)C(C)C)c1Cl,8.6%,/,6%,-4%,-4%,
Cc1ccccc1N1C(=O)c2cccc3cccc(c23)C1=O,4.6%,-5%,-6%,-2%,3%,
O=C(CCc1nnc(Cc2ccc3c(c2)OCO3)o1)NCCc1ccccc1Cl,i,-10%,63%,10%,-7%,
O=C(NCc1ccccn1)c1ccc2c(c1)N(Cc1ccccc1)CCS2,5.4%,-1%,8%,2%,6%,
CC(C)Sc1ccc([N+](=O)[O-])cc1C(=O)Nc1ccncc1,i,13%,46%,-6%,5%,
COc1ccc(C2c3c(-c4ccccc4O)n[nH]c3C(=O)N2Cc2ccco2)cc1 (configuration not stated),9.1%,7%,7%,4%,-1%,
COc1ccc(C(C)C)cc1S(=O)(=O)N1CCC(C(=O)N2CCN(C)CC2)CC1,1.0%,-4%,-1%,8%,-19%,
CC(C)(C)c1ccc(OCCNC(=O)c2ncn[nH]2)cc1,3.8%,3%,39%,9%,32%,

# Other entries
SMILES,inhibitors of VEEV,Salmonella PhoP GFP,M. tuberculosis,H1N1 NS1A inhibition,H37Rv inhibition,others
C=CC[C@@H](CC(=O)N[C@@H](CO)Cc1ccccc1)C(=O)N[C@H](COC(=O)[C@H](CC=C)CC(=O)OC(C)(C)C)Cc1c[nH]c2ccccc12,1.7%,/,57%,3%,1%,
CC(NC(=O)c1cccs1)c1nnc(SCc2ccc(Cl)cc2Cl)n1C (configuration not stated),i,-3%,29%,1%,6%,
NS(=O)(=O)c1ccc2nc(NC(=O)Nc3ccc(F)cc3)sc2c1,1.6%,5%,0%,3%,-7%,
Cc1c(-c2nc3ccccc3[nH]2)cnn1C,i,/,-2%,-4%,-2%,
COc1ccc(C(=O)c2ccc3oc(-c4ccc(OC)cc4)c(C#CCCO)c3c2)cc1,2.5%,8%,8%,0%,2%,
CCOC(=O)N1CCN(S(=O)(=O)c2ccc(OC)c(OC)c2)CC1,i,6%,-1%,-5%,2%,
Cc1cc(C(=O)O)sc1C,0.4%,-20%,-3%,-1%,4%,
CC(CCc1ccccc1)NC(=O)CCNS(=O)(=O)c1ccccc1 (configuration not stated),1.5%,-2%,3%,-8%,-4%,
C/C(=N\NC(=O)C1CC1)c1cccs1,1.7%,-1%,-9%,14%,-2%,
COc1ccc(CCN(Cc2cccs2)S(=O)(=O)c2ccc(-n3cnnn3)c(OC)c2)cc1OC,4.3%,4%,-16%,-2%,2%,
C#CCOc1c(Cl)cc(/C=C2/C(=O)ON=C2C)cc1OC,0.7%,5%,-3%,-1%,6%,
Cc1nc(-c2cccc(NC(=O)COc3ccc(Cl)cc3)c2)cs1,8.3%,-1%,?,-5%,?,
COc1ccc(NC(=O)CN2CCN(CC(=O)Nc3ccccc3F)CC2)cc1OC,2.2%,-5%,5%,0%,3%,
Cc1ccnc2nc(C(=O)N3CCN(c4ccc(F)cc4)CC3)nn12,0.6%,2%,-3%,-6%,-1%,
Cc1nc2ccc(C(=O)O)cc2c2c1CC(CN)O2 (configuration not stated),0.4%,-4%,7%,-6%,-4%,
CCN1/C(=C2/OC(=S)N(C)C2=O)Sc2ccccc21,8.2%,/,/,6%,/,
Cc1cc2nc(-c3ccc(=O)[nH]c3)n(Cc3ccccc3)c2cc1C,i,5%,-4%,-15%,-6%,
Cc1ccc(C)c(N2CCN(C(=O)CCS(=O)(=O)c3ccc4c(c3)oc(=O)n4C)CC2)c1,1.2%,-6%,45%,-5%,7%,
CCC(=O)NCCc1nc(-c2ccccc2)no1,0.0%,-13%,-9%,-1%,4%,inhibitors of VEEV 10K pilot screen=0.9
Cc1ccc(S(=O)(=O)c2nc(C)c3c(n2)CCC3)cc1,0.6%,0%,-12%,-4%,-4%,
COCCOC(=O)c1c(N)n(CCCN2CCOCC2)c2nc3ccccc3nc12,0.4%,-2%,-6%,-3%,1%,
CCc1cc(CNC(=O)c2ccc(OC3CCN(C(C)=O)CC3)c(OC)c2)on1,0.1%,-3%,12%,-2%,5%,
O=c1c2ccccc2oc2cc(-c3ccc(CN4CCOCC4)cc3)ccc12,9.8%,/,71%,-10%,29%,
Cc1cc(C)cc(OCCCC(=O)O)c1,1.3%,-6%,3%,-2%,-1%,
CC(C)(C)c1ccc(S(=O)(=O)NC(Cc2ccccc2)C(=O)O)cc1 (configuration not stated),0.3%,4%,2%,4%,-7%,

# Five entries drawn at random from those above:
SMILES,inhibitors of VEEV,Salmonella PhoP GFP,M. tuberculosis,H1N1 NS1A inhibition,H37Rv inhibition,others
COCCOC(=O)c1c(N)n(CCCN2CCOCC2)c2nc3ccccc3nc12,0.4%,-2%,-6%,-3%,1%,
Cc1ccc(S(=O)(=O)c2nc(C)c3c(n2)CCC3)cc1,0.6%,0%,-12%,-4%,-4%,
C=CC[C@@H](CC(=O)N[C@@H](CO)Cc1ccccc1)C(=O)N[C@H](COC(=O)[C@H](CC=C)CC(=O)OC(C)(C)C)Cc1c[nH]c2ccccc12,1.7%,/,57%,3%,1%,
Cc1nc(-c2cccc(NC(=O)COc3ccc(Cl)cc3)c2)cs1,8.3%,-1%,?,-5%,?,
CCC(=O)NCCc1nc(-c2ccccc2)no1,0.0%,-13%,-9%,-1%,4%,inhibitors of VEEV 10K pilot screen=0.9

# The listing continues.
SMILES,inhibitors of VEEV,Salmonella PhoP GFP,M. tuberculosis,H1N1 NS1A inhibition,H37Rv inhibition,others
COc1ccc2nc(SCC(N)=O)[nH]c2c1,1.1%,9%,1%,-1%,-3%,
CSc1ccc(/C=N/NC(=O)CNc2cccc3ccccc23)cc1,1.2%,1%,16%,-6%,7%,
CC(C)SC1=NC(C)(C)C=C(/C=C/c2c(Cl)cccc2Cl)N1,5.6%,7%,17%,-6%,3%,
CCn1cc(Br)c(C(=O)Nc2ccc(F)c(Cl)c2)n1,5.6%,0%,25%,-6%,-1%,
COc1ccc(NS(=O)(=O)c2cccc(C(=O)NNC(=O)c3ccccc3O)c2)cc1,2.5%,4%,-3%,-6%,-1%,
Cc1ccc(C(=O)NCCNC(=O)CN2CCCC2)cc1,1.9%,-10%,1%,-2%,5%,
CCOC(=O)/C(=N\Nc1ccccc1)c1csc(Nc2ccc(C)cc2)n1,1.1%,1%,10%,1%,8%,
O=c1[nH]c(=O)n(C2CCCCCC2)c(O)c1C=NCCCN1CCOCC1,i,-1%,29%,-6%,1%,
CCn1c(CNC(=O)c2ccc(Cl)cc2)nnc1SCC(=O)NC1=NCCS1,0.1%,-13%,-7%,-8%,2%,
O=C(Nc1ccc2c(c1)oc1ccccc12)c1cccnc1,7.6%,21%,51%,0%,?,
O=C(c1ccc(C(F)(F)F)cc1)C1CCCN(C(=O)Cn2cnnn2)C1 (configuration not stated),0.7%,6%,-8%,-2%,0%,
CC(=O)c1cnn(-c2cc(Oc3cccc(C)c3)ncn2)c1C,0.3%,1%,9%,-18%,24%,
Cc1ccccc1OCc1nc2ccccc2c(=O)n1/N=C/c1cn[nH]c1-c1ccccc1,11%,-8%,-4%,26%,-3%,
Cc1cccc(NS(=O)(=O)c2ccc(NC(=O)CN(c3cc([N+](=O)[O-])ccc3C)S(C)(=O)=O)cc2)c1,4.1%,-6%,-1%,6%,?,
Cn1c(CN2CCOCC2)nnc1SCC(=O)NC1CCCCC1,0.7%,-10%,0%,-7%,-12%,
CCOc1cc(N2CCOCC2)c(OCC)cc1NC(=O)c1cccc(N(C)C)c1,11%,-8%,42%,8%,7%,
O=C(Nc1ccc(Cl)cc1)N(C1=NCCC1)c1ccc(OC(F)F)cc1,0.4%,16%,56%,3%,35µM*,
C/C(=N\Nc1nc2ccccc2[nH]1)c1cc2ccccc2o1,4.7%,6%,8.9µM*,14%,?,
CN(c1ccc(C(=O)Nc2ccccn2)cc1)S(=O)(=O)c1ccccc1,1.7%,0%,16%,6%,3%,
Cc1c(C)c2ccc(OCC(=O)Nc3ccc(N4CCC(C)CC4)cc3)cc2oc1=O,2.0%,-4%,-8%,-1%,-6%,
O=C1c2ccccc2C(=O)N1CCC#Cc1ccc2cc(C3(O)CCCCC3)oc(=O)c2c1,3.7%,/,-13%,3%,1%,
CCN(C[C@H]1N[C@@](CC)(C(=O)OC)[C@H]2C(=O)N(C)C(=O)[C@@H]12)C(=O)C1CCCCC1,i,/,-14%,-6%,1%,
O=C(Nc1ccc2c(c1)OCO2)Nc1ccc(Br)cn1,i,-7%,6%,-26%,0%,
COc1ccc(-c2nc(O)c3cnccn23)cc1,1.7%,15%,-5%,-4%,14%,
CCOc1c2ccccc2nn1CCO,0.3%,-2%,6%,4%,-8%,

# (next part)
SMILES,inhibitors of VEEV,Salmonella PhoP GFP,M. tuberculosis,H1N1 NS1A inhibition,H37Rv inhibition,others
O=C1S/C(=C\c2ccccn2)C(=O)N1Cc1ccccc1F,0.4%,12%,16%,2%,6%,
CCN(c1ccccc1)S(=O)(=O)c1c[nH]c2ccc([N+](=O)[O-])cc12,3.8%,5%,18%,10%,-1%,
Cc1[nH]c2ccccc2c1C(c1ccncc1)N1CCN(c2ccccn2)CC1 (configuration not stated),3.7%,-3%,-26%,2%,-11%,
COC(=O)c1cc(Cl)c(NC(=O)/C=C/c2ccc(OC)c(OC)c2)cc1OC,2.1%,6%,-1%,8%,-7%,
Cc1cc(C)n(S(=O)(=O)c2ccc3oc(=O)ccc3c2)n1,0.2%,11%,-26%,4%,3%,
CC(C)C[C@@H](N)c1nnc(SCC(=O)c2ccc(Cl)cc2)o1,4.9%,-1%,54%,6%,-19%,
CC(=O)Nc1cc2c(cc1Cl)-c1ccc(F)cc1C2O (configuration not stated),2.0%,/,/,5%,/,
COc1cccc(CNC(=O)c2ccc(NC3=NC4CS(=O)(=O)CC4S3)cc2)c1 (configuration not stated),i,-3%,-6%,-5%,-2%,
COc1cccc(OC)c1NC(=O)Cc1nn(C)c(=O)c2ccccc12,2.3%,-10%,1%,-5%,-10%,
CCC1(CC)C(=O)NN(c2ccccc2)C1=O,11%,-3%,/,-18%,-8%,
NC(=O)c1ccc[n+](CC(=O)OCCC23CC4CC(CC(C4)C2)C3)c1,0.2%,0%,-10%,2%,-4%,
Nc1ccccc1NC(=O)CCn1c(=S)[nH]c2ccccc2c1=O,0.5%,1%,-4%,8%,-6%,
NC(=O)c1nsc(C(=O)N(c2cccc(F)c2)C(C(=O)NCC2CCCO2)c2ccc3ncccc3c2)c1N (configuration not stated),10%,-1%,13%,7%,11%,
CN(C)CC1CSCCC1(O)c1ccc(C(F)(F)F)cc1 (configuration not stated),i,-6%,9%,16%,-6%,
